Compound activity deposited in PubChem BioAssay by National Center for Advancing Translational Sciences (NCATS).
POLB inh = qHTS Assay for Inhibitors of DNA Polymerase Beta. P06746. AID 485314, 2010. actives 1.3% (n = 340,000). Pol beta primer extension/strand displacement, fluorescence kinetic. Potency, µM (series often up to 114 µM), without a hit: top-dose activity change, negative = inhibition, actives largely listed as inhibitors; also: % is scaled to controls: 0 for no effect and ±100 for the full control effect
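Homogeneous kinetic assay of primer extension and strand displacement by 10 nM Pol beta, preincubated 15 min at room temperature with compound before 50 nM substrate (final) was added. Read at 0 and 10 min; four-parameter Hill fit.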
BAZ2B inh = qHTS Assay for Inhibitors of BAZ2B. actives 4.4% (n = 360,000). Bromodomain adjacent to zinc finger domain protein 2B (Homo sapiens), Q9UIF8. AlphaScreen BAZ2B-H3K14Ac peptide displacement. Potency, µM (series often up to 114 µM), inactives show at the highest dose activity change, negative = inhibition, hits mostly inhibitors. AID 504333, 2011; also: % is scaled to controls: 0 for no effect and ±100 for the full control effect; nearly all actives have a fitted effect of over 60% in size
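Complex of BAZ2B and biotin-H3K14Ac (50 nM apiece) forms over 30 min at RT, then faces library compounds up to 110 uM for another 30 min; AlphaScreen beads added, 20 min dark incubation, luminescence read.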
JMJD2A Tudor inh = qHTS Assay for Inhibitors of JMJD2A-Tudor Domain | Potency, µM (highest dose often 114 µM), without a hit: at the highest dose activity change, negative = inhibition, usual class: inhibitors | AlphaScreen JMJD2A-Tudor / H3K4me3 peptide binding | AID 504339, 2011 | Lysine-specific demethylase 4A (Homo sapiens), O75164 | actives 4.4% (n = 390,000); also: % is scaled to controls: 0 for no effect and ±100 for the full control effect; nearly all actives have a fitted effect of over 50% in size
Target sequence (O75164 whole entry, looked up, the tested form may be a part): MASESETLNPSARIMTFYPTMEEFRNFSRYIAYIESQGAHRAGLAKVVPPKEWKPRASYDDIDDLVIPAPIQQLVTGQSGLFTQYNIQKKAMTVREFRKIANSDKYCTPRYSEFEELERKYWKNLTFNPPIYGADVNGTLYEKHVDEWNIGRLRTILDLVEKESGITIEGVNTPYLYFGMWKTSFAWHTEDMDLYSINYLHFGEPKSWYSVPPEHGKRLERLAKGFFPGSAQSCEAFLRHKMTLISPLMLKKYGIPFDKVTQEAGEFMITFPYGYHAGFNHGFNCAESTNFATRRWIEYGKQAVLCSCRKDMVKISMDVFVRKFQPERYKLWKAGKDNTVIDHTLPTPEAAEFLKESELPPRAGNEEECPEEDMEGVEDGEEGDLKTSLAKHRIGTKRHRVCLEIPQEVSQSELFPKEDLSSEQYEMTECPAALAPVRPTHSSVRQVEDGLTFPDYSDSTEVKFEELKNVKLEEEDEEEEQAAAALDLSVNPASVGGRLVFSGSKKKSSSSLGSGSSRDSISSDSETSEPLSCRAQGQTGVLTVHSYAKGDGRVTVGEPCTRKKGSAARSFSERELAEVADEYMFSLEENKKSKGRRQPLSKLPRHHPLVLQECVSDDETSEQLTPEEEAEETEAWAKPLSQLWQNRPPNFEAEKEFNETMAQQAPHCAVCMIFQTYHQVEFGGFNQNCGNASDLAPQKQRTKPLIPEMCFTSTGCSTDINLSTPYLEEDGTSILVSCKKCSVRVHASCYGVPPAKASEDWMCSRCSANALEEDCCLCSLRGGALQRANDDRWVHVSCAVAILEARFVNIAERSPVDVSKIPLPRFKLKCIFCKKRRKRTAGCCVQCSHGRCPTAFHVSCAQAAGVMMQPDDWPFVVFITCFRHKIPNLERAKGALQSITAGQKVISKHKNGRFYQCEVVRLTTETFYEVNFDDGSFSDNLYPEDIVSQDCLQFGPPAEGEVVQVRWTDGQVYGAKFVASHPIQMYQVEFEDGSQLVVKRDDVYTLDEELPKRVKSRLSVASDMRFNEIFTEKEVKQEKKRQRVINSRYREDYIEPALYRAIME
BLM helicase inh = qHTS Assay for Inhibitors of Bloom's syndrome helicase (BLM) | Potency, µM (doses to about 56.1 µM), for the others: at the top dose activity change, negative = inhibition, usual class: inhibitors | recombinant BLM DNA unwinding, fluorescence dequenching | actives 0.2% (n = 350,000) | AID 2528, 2010 | RecQ-like DNA helicase BLM (Homo sapiens), P54132;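 also: plate controls were vehicle for no effect and no enzyme for full effect; nearly all actives have a fitted effect of over 35% in size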
APE1 inh = qHTS Assay for Inhibitors of the Human Apurinic/apyrimidinic Endonuclease 1 (APE1); DNA repair nuclease/redox regulator APEX1 (Homo sapiens), P27695; actives 0.35% (n = 350,000); AID 2517, 2012; recombinant APE1, TAMRA/BHQ-2 abasic DNA cleavage fluorescence; Potency, µM (doses to about 65.8 µM), for the others: top-dose activity change, negative = inhibition, hits mostly inhibitors;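 also: plate controls were vehicle for no effect and reference inhibitor for full effect; nearly all actives have a fitted effect of over 55% in size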
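Incision of a quenched TAMRA/BHQ-2 THF abasic-site duplex (50 nM) by 0.75 nM APE1, after 15 min compound preincubation, measured as fluorescence increase over three 60 s reads. Values normalized to buffer, DMSO and NSC13755 control wells.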
G9a inh = qHTS Assay for Inhibitors of Histone Lysine Methyltransferase G9a; Histone-lysine N-methyltransferase EHMT2 (Homo sapiens), Q96KQ7; G9a H3K9 monomethylation, AlphaScreen, 2 h; Potency, µM (series often up to 102 µM), without a hit: at the highest dose activity, negative = inhibition, actives largely listed as inhibitors; actives 8.8% (n = 350,000); AID 504332, 2011; also: % is scaled to controls: 0 for no effect and ±100 for the full control effect; nearly all actives have a fitted effect of over 75% in size
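AlphaScreen read-out: biotin-H3K9 peptide (500 nM) methylation by 20 nM enzyme with 20 uM SAM, 2 h at room temperature after 15 min compound preincubation; anti-monomethyl H3K9 antibody plus donor/acceptor beads, 10 min dark.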
Pol iota inh = qHTS for Inhibitors of Polymerase Iota. Potency, µM (doses to about 115 µM), for inactives: at the top dose activity, negative = inhibition, actives largely listed as inhibitors. actives 1% (n = 390,000). Pol iota fluorescent replication assay, 10 min
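Pol iota at 10 nM preincubated 15 min with compounds at room temperature; reaction started with fluorescent substrate, 50 nM final. Fluorescence read kinetically at 0 and 10 min; buffer-only wells as negative control.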
POLH inh = qHTS for Inhibitors of Polymerase Eta; recombinant Pol eta, fluorescent DNA replication assay; Potency, µM (titrated, usually from 114 µM), inactives show at the highest dose activity change, negative = inhibition, actives largely listed as inhibitors; actives 1.2% (n = 390,000); also: % is scaled to controls: 0 for no effect and ±100 for the full control effect
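Pol eta (10 nM) was preincubated with compounds for 15 min at room temperature, after which fluorescent replication substrate (50 nM final) was added to start the reaction. Fluorescence was read kinetically at 0 and 10 min.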
Pol kappa inh = qHTS for Inhibitors of Polymerase Kappa; DNA polymerase kappa (Homo sapiens), Q9UBT6; purified Pol kappa, fluorescent DNA synthesis assay, 10 min; Potency, µM (top dose mostly 107 µM), for inactives: at the top dose activity, negative = inhibition, most hits filed as inhibitors; actives 0.53% (n = 400,000); also: % is scaled to controls: 0 for no effect and ±100 for the full control effect
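Inhibition of 10 nM Pol kappa is measured by a fluorescent read-out at 0 and 10 min following addition of 50 nM substrate (final), with a 15-min room-temperature compound preincubation.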
* marks the source's active call; other numbers are inactive results; ? = inconclusive; . = not tested or not shown; [ ] = dose if it differs, or a comment. Calls follow the shape of the dose curve; as a rule, active = well fitted curve in the direction sought with a large enough effect; inconclusive = small, poorly fitted or top-dose-only effect, or another doubt; inactive = no such curve, though single readings can be large; an effect the other way counts as inactive or inconclusive. Potency is read from the fitted curve at half-maximal effect. An excerpt; the hit share may differ from the screen's.

Results follow in this order: POLB inh | BAZ2B inh | JMJD2A Tudor inh | BLM helicase inh | APE1 inh | G9a inh | Pol iota inh | POLH inh | Pol kappa inh
- CC(=O)c1ccc(N(CC(=O)NC2CCCCC2)C(=O)c2csnn2)cc1
    14.2% | -17.7% | 3.0% | -2.4% | 20.0% | 23.7% | -12.9% | -11.4% | 1.8%
- CS(=O)(=O)N1CCc2cc(S(=O)(=O)NCCNS(=O)(=O)c3ccc4c(c3)CCN4S(C)(=O)=O)ccc21
    ? | -12.3% | -5.2% | -1.8% | 12.2% | -3.1% | ? | -5.3% | -2.6%
- Cc1cc(C(F)F)n2nc(C(=O)Nc3ccc(F)c(Cl)c3)nc2n1
    18.2% | 0.6% | -6.2% | -2.2% | . | -40.6%[59 µM] | -12.2% | -14.0% | -22.5%
- O=C(NCCCN1CCCCC1)C1CCN(S(=O)(=O)N2CCC3(CC2)OCCO3)CC1
    -15.5% | -4.6%[57.1 µM] | -4.6% | 0.0% | 53.8% | 3.1% | 13.0% | 11.6% | -3.6%
- CC[C@]12c3[nH]c4cc(CCC(=O)N(C)C)ccc4c3CCN1C(=O)[C@@H](CC(=O)NC/C=C(\C)CCC=C(C)C)C[C@@H]2C(=O)N1CCN(C(=O)c2ccco2)CC1
    . | . | -33.1% | . | 1.7% | . | 5.5% | -7.7% | -9.5%
- O=S(=O)(NCC1CCCO1)c1cc(Cl)ccc1Br (stereo unspecified)
    8.8% | 2.3% | -1.9% | -0.2% | -5.7% | ? | 9.7% | -10.1% | -4.3%
- Cc1onc(-c2ccccc2)c1C(=O)Nc1ccc(C(=O)N2CCCCC2)cc1
    13.8% | -1.5% | -10.5% | -11.1% | -9.7% | . | 49.2%[activator] | -2.4% | 1.2%
- CC(=O)c1c(C)nc2cc(Cl)ccc2c1N
    2.5% | 5.4% | -1.4% | -3.7% | -5.9% | -3.1%[12.7 µM] | 22.4% | -20.0% | -23.1%
- COC(=O)[C@H](Cc1ccccc1)NC(=O)NCc1ccc(C)cc1
    6.8% | 5.4% | 7.2% | -6.6% | -4.3% | 21.1%[12.7 µM] | -4.5%[58.9 µM] | -3.5% | -9.0%
- Cc1cccc(OCC(=O)NCc2nc(-c3ccccc3)no2)c1
    34.1% | -0.3% | -2.1% | -3.7% | 6.0% | . | -9.2% | -19.8% | 12.3%
- Cc1ccc(NC(=O)c2ccc(NCCc3ccccc3)c([N+](=O)[O-])c2)cc1F
    5.3% | 7.7% | -10.6% | -3.5% | 8.9% | 6.0% | 17.8% | -14.6% | -18.2%
- COc1ccc(N(CC(O)Cn2c3ccccc3c3ccccc32)S(=O)(=O)c2ccccc2)cc1 (stereo unspecified)
    28.0% | -9.1% | -31.6% | -11.5% | -4.8% | 32.0%[0.501 µM] | -5.1% | -14.6% | -13.6%
- CCn1c(SCC(=O)N(Cc2ccccc2)C2CCS(=O)(=O)C2)nc2ccccc2c1=O (stereo unspecified)
    18.8% | 1.6% | 4.9% | -1.1% | -1.1% | ? | 8.5% | -2.2% | -4.8%
- COc1ccc(-c2csc(NC(=O)CN3C(=O)CCC3=O)n2)c(OC)c1
    -1.1% | -15.7% | -12.3% | -1.5% | 5.9% | ? | -5.0% | -13.0% | -15.1%
- Cc1[nH]c(=O)[nH]c(=O)c1/C=N/NC(=O)[C@H](C)NC(=O)OC(C)(C)C
    -4.2% | 12.6% | 10.6% | -0.8% | 23.1% | -7.4%[0.0925 µM] | ? | 9.1% | 2.4%

Looked up one by one from the entries so far (four):
Results follow in this order: POLB inh | BAZ2B inh | JMJD2A Tudor inh | BLM helicase inh | APE1 inh | G9a inh | Pol iota inh | POLH inh | Pol kappa inh
- Cc1[nH]c(=O)[nH]c(=O)c1/C=N/NC(=O)[C@H](C)NC(=O)OC(C)(C)C
    -4.2% | 12.6% | 10.6% | -0.8% | 23.1% | -7.4%[0.0925 µM] | ? | 9.1% | 2.4%
- CC(=O)c1c(C)nc2cc(Cl)ccc2c1N
    2.5% | 5.4% | -1.4% | -3.7% | -5.9% | -3.1%[12.7 µM] | 22.4% | -20.0% | -23.1%
- Cc1ccc(NC(=O)c2ccc(NCCc3ccccc3)c([N+](=O)[O-])c2)cc1F
    5.3% | 7.7% | -10.6% | -3.5% | 8.9% | 6.0% | 17.8% | -14.6% | -18.2%
- COc1ccc(N(CC(O)Cn2c3ccccc3c3ccccc32)S(=O)(=O)c2ccccc2)cc1 (stereo unspecified)
    28.0% | -9.1% | -31.6% | -11.5% | -4.8% | 32.0%[0.501 µM] | -5.1% | -14.6% | -13.6%

Carrying on:
Results follow in this order: POLB inh | BAZ2B inh | JMJD2A Tudor inh | BLM helicase inh | APE1 inh | G9a inh | Pol iota inh | POLH inh | Pol kappa inh
- Cc1ccc(-n2nnnc2SCc2ccc(C(=O)O)cc2)cc1C
    13.5% | -24.7% | -3.3% | 0.2% | 26.2% | -2.3% | 27.5% | -13.6% | -17.5%
- N=c1c2c(ncn1CCCO)Oc1c(ccc3ccccc13)C2c1ccccc1 (stereo unspecified)
    -21.4% | -26.0% | -30.4% | 99.3%[activator] | -2.8% | ? | 11.0% | -12.1% | 16.3%
- Cn1ccnc1SCC(=O)c1cccc(C(F)(F)F)c1
    58.5% | -14.4% | -30.4% | -13.2% | 4.3% | ? | 83.2%[activator] | -19.5% | -2.0%
- COc1ccccc1OCC(=O)N(Cc1ccco1)Cc1ccccc1F
    -0.5% | -30.1% | ? | -8.2% | . | -6.6%[59 µM] | 0.9% | -10.8% | -0.2%
- CC(=O)c1cccc(CN2CCN(CC=C(C)C)C(CCO)C2)c1 (stereo unspecified)
    0.6% | -3.1% | -8.1% | 1.2% | 5.8% | -2.9% | 74.1%[activator] | -17.2% | -0.8%
- CNCc1ccccc1Sc1ccc(O)c(O)c1
    ? | ? | 79.4µM* | -1.8% | 31.6µM* | 12.6µM* | 28.2µM* | -6.3% | 79.4µM*
- COC(=O)c1c(NC2=NS(=O)(=O)c3ccccc32)sc2c1CCC(C(C)(C)C)C2 (stereo unspecified)
    . | . | 3.5% | . | . | . | 21.1% | 13.1% | 4.7%
- C=CCN1C(=O)c2ccc(C(=O)NCCc3ccc(F)cc3)cc2C1=O
    . | . | -7.4% | . | . | . | 21.0% | ? | -10.1%
- CCNc1nc(NCC)n2c(SCC(=O)c3ccccc3F)nnc2n1
    16.5% | -16.4% | -0.3% | -0.1% | 0.6% | ? | 29.9% | -8.3% | 6.5%
- CCCN1C(=O)S/C(=C/c2ccc(N3CCOCC3)o2)C1=O
    0.8% | ? | -20.3% | -0.1% | -2.6% | -111.1%[12.7 µM] | 41.1%[activator] | -21.1% | -10.1%
- COc1ccc(C(CNC(=O)C(=O)Nc2ccc3c(c2)OCCO3)N2CCN(C)CC2)cc1 (stereo unspecified)
    . | -25.1% | -9.0% | . | 46.6% | -40.8% | 61.0%[activator] | -17.0% | 0.0%
- CCn1c(SCC(=O)NNC(=O)Cc2ccccc2)nnc1-c1ccccc1
    3.9% | 8.8% | -8.9% | -4.2% | 0.9% | 22.4%[0.501 µM] | -9.9%[58.9 µM] | 3.0% | -3.6%
- CC(c1ccccc1)n1c(-c2ccncc2)n[nH]c1=S (stereo unspecified)
    3.1% | 4.5% | 17.8µM* | -0.7% | 0.2% | 2.51µM* | ? | -11.8% | -18.5%
- CCOc1ccc(C2c3[nH]c4ccccc4c3CCN2C(=O)CSc2ccccc2)cc1 (stereo unspecified)
    2.8% | -27.8% | ? | -10.9% | . | -0.8%[59 µM] | ? | -6.1% | -15.2%[60.1 µM]
- Cc1[nH]c(C)c(S(=O)(=O)N2CCN(c3ccccc3)CC2)c1C(=O)N1CCCCC1
    26.5% | -18.3% | -18.2% | -0.6% | 5.5% | . | -4.8% | -2.0% | 1.4%
- COc1cccc(OCCCN2CCCCC2)c1
    -2.0% | 5.5% | -11.7% | -2.2% | -4.7% | -5.7% | 35.2%[activator] | -18.7% | -5.3%
- Cc1ccc(CC(=O)Nc2cc(C)on2)cc1
    47.7% | 3.7% | -8.5% | 3.1% | -0.8% | 40.9%[activator] | 154.7%[activator] | -5.6% | 4.2%
- CC(=O)c1cccc(N(CC(=O)NC2CCCC2)C(=O)c2ccc(C)s2)c1
    39.7% | 0.0% | -4.8% | -1.3% | -12.8% | 30.0% | 49.0%[activator] | 1.0% | -17.8%
- Cc1cc(C)n(-c2ccc(NC(=O)C3CCCCN3C(=O)c3cccs3)cc2)n1 (stereo unspecified)
    -9.5% | -0.1% | -13.1% | -2.9% | 53.1%[activator] | 61.7%[activator] | 17.9% | -5.8% | -8.1%
- O=S(=O)(c1ccc(Cl)cc1)c1nc(-c2ccccc2F)oc1NCc1ccccc1
    19.4% | ? | -15.6% | -6.7% | . | -29.2%[59 µM] | -20.9% | -6.3% | -1.9%
- CNC(=O)c1c(NC(=O)c2ccc(N3C(=O)CCC3=O)cc2)sc2c1CCCC2
    -2.7% | -1.7% | -13.6% | -9.9% | -1.1% | ? | -11.5% | ? | 0.5%
- COc1cccc(CNC(=S)NC2CCCC2)c1
    19.7%[57.1 µM] | -5.5% | -7.5% | 2.8% | -3.3% | 12.4% | 7.8% | -9.7% | -7.9%
- COc1ccccc1NC(=O)CNC(=O)c1ccccc1C
    3.9% | -26.2% | -6.6% | 0.1% | 0.0% | 8.8% | 6.0%[58.9 µM] | -16.9% | -1.5%
- CS(=O)(=O)N(CC(=O)N/N=C/c1ccccn1)c1ccc(Oc2ccccc2)cc1
    9.5% | ? | ? | -6.3% | ? | ? | 4.0% | -12.5% | 10.7%
- C=C1CCN([C@H](C(=O)Nc2ccc(OC)cc2)C(C)C)S(=O)(=O)c2ccccc21
    2.1% | 7.9% | -20.1% | 4.9% | 7.5% | -38.0%[12.7 µM] | -21.6% | -10.8% | -9.1%
